High-throughput results (PubChem BioAssay)
AmpC no deterg: inhibitors of E. coli AmpC beta-lactamase without detergent; P00811; AmpC nitrocefin hydrolysis, absorbance 480 nm, 0.0001% Triton; Potency, µM (top dose mostly 57.1 µM), without a hit: top-dose activity change, negative = inhibition, actives largely listed as inhibitors; 330,000 compounds, 0.52% hits; AID 485341;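 further: potency means the concentration at half of the fitted maximal effect; plate controls were no compound for no effect and no enzyme for full effect; nearly all actives have a fitted effect of over 20% in size; some results filed as inactive show a strong effect at the top dose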
Target sequence (P00811 whole entry, looked up): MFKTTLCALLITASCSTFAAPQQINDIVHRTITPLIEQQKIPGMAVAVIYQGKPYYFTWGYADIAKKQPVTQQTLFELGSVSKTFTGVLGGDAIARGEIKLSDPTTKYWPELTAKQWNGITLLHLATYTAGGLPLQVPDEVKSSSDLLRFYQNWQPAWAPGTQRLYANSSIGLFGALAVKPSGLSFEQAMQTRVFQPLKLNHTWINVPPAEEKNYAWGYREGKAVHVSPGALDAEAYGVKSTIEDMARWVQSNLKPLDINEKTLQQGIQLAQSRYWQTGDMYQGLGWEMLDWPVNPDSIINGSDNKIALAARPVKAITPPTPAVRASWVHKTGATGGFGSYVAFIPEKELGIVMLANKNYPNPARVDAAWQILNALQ
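20 mM phosphate pH 7.0 + 0.01% (detergent screen) or 0.0001% Triton X-100; 5.3 nM AmpC reagent; cpd preinc 15 min RT; nitrocefin (800 uM stock) to start; A480 q20 s × 4 min; Activity was normalised to no-enzyme and no-compound control wells.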
AmpC detergent: AmpC beta-lactamase inhibition with detergent present. P00811. AmpC hydrolysis of nitrocefin, absorbance 480 nm, 0.01% Triton. Potency, µM (top dose mostly 114 µM), without a hit: at the highest dose activity change, negative = inhibition, hits mostly inhibitors. 370,000 compounds, 0.041% hits. AID 485294;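 further: potency means the concentration at half of the fitted maximal effect; 0% = no-compound wells and -100% = no-enzyme wells; nearly all actives have a fitted effect of over 25% in size; some results filed as inactive show a strong effect at the top dose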
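20 mM phosphate pH 7.0 + 0.01% (detergent screen) or 0.0001% Triton X-100; 5.3 nM AmpC reagent; cpd preinc 15 min RT; nitrocefin (800 uM stock) to start; A480 q20 s × 4 min; Activity was normalised to no-enzyme and no-compound control wells.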
HCMV inh: inhibitors of human cytomegalovirus. HFF cells, HCMV-luciferase reporter, 72 h; active compounds read low. activity change, negative = inhibition, % at 57.5 µM. 410,000 compounds, 4.5% hits. AID 1259415; in the data active means activity change below about -60%; inconclusive means no clear call, values can overlap the other calls; inactive means above about -39%
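Human foreskin fibroblasts infected with luciferase-reporter HCMV at MOI 1 PFU/cell, compounds at two doses. Luciferase measured 72 h post infection; normalized to buffer-only basal and Salinomycin (10uM) controls.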
AMA1 RON2 block: inhibitors of Plasmodium falciparum AMA1-RON2 interaction. Potency, µM (top dose mostly 58.2 µM), without a hit: top-dose activity change, negative = inhibition, most hits filed as inhibitors. AlphaScreen AMA1-biotinylated RON2 peptide binding. 360,000 compounds, 0.2% hits;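 further: potency means the concentration at half of the fitted maximal effect; 0% = vehicle wells and -100% = peptide control; nearly all actives have a fitted effect of over 45% in size; some results filed as inactive show a strong effect at the top dose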
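AMA1 (3D7) with his tag at 25 nM final met compounds first, then biotinylated RON2 peptide at 25 nM; detection used donor plus acceptor beads, 10 µg/mL apiece, read by AlphaScreen after 30 min at room temperature.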
LmPK inh: LmPK (Leishmania mexicana) enzyme inhibition. purified LmPK, Kinase-Glo ATP luminescence, 1 h. 290,000 compounds, 0.37% hits. Q27686. Potency, µM (doses to about 57.5 µM), for inactives: at the highest dose activity change, negative = inhibition, hits mostly inhibitors; further: potency means the concentration at half of the fitted maximal effect
Target sequence (Q27686 whole entry, looked up): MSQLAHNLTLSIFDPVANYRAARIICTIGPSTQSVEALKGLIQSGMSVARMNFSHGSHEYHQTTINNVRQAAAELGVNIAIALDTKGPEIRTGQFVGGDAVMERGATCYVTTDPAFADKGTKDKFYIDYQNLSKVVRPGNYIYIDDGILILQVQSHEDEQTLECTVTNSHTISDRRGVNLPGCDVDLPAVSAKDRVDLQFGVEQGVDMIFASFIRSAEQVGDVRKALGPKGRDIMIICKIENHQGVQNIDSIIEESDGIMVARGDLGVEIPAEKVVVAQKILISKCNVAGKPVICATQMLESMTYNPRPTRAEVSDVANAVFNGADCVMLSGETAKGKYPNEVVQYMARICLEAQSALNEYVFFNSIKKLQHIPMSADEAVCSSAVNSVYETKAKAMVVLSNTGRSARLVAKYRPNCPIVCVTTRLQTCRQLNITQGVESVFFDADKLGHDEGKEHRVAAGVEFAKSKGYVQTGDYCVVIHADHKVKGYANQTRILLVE
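Screened at intermediate enzyme activity to detect both inhibitors and activators: LmPK at 0.1 nM, with a 0.5 nM enzyme column as activation reference. PEP 0.5 mM, ADP 0.1 mM; ATP detected by luminescence after 1 h.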
TbPYK inhibitor: inhibitors of Trypanosoma brucei pyruvate kinase; TbPYK enzyme, Kinase-Glo Plus ATP luminescence, 45 min; Potency, µM (doses to about 76.8 µM), for inactives: at the highest dose activity, negative = inhibition, usual class: inhibitors; 410,000 compounds, 0.12% hits; further: potency means the concentration at half of the fitted maximal effect; nearly all actives have a fitted effect of over 50% in size
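Luminescence from Kinase-Glo Plus, added after a 45-minute room-temperature reaction, served as the end-point read-out. The enzyme and substrate were preincubated with compound before ADP (130 uM final) initiated turnover. Concentration-effect curves came from normalized qHTS data.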
HCV inhibitor: HCV inhibition; Huh7.5.1 HCVcc-Cre infection, luciferase reporter, 44 h; Potency, µM (series often up to 41.8 µM), for the others: top-dose activity change, negative = inhibition, actives largely listed as inhibitors; 340,000 compounds, 3.4% hits; further: potency means the concentration at half of the fitted maximal effect
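Cells seeded at 1,000/well and cultured 4 h, then compounds added followed by HCVcc-Cre virus (~0.5 moi). After 44 h further culture, luciferase substrate was added, plates held 15 min at room temperature, and luminescence read for 15 sec.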
Active calls of the source: *; ? = inconclusive; · = no result given; & = joins results of further samples; [ ] = another dose, or the depositor's remark. Unless noted, the call rests on the fitted dose curve; in most records, active means well fitted curve in the direction sought with a large enough effect; inconclusive means small, poorly fitted or top-dose-only effect, or another doubt; inactive means no such curve, though single readings can be large; an effect the other way counts as inactive or inconclusive. Unless noted, on the % scale 0 is the no-effect control and ±100 the full control effect.

SMILES	AmpC no deterg	AmpC detergent	HCMV inh	AMA1 RON2 block	LmPK inh	TbPYK inhibitor	HCV inhibitor
Cc1ccccc1N1C(=O)Cc2ccccc2C1=O	1%	6%	16	4%	7%	-1%	4%
CC(C)c1nc(C(=O)N2CCc3c([nH]c4ccccc34)C2c2ccccn2)cs1 (stereo not drawn)	141%[activator]	-2%	23	-6%	0%	3%	7%
CCCn1c(CN(C)Cc2ccccc2)nc2c1c(=O)n(C)c(=O)n2C	25%	-7%	-68*	7%	6%	-5%	7.9µM*
Cn1c(=O)c2ccccc2n(CC(=O)Nc2ccc3c(c2)OCCO3)c1=O	-39%	-9%	?	-10%	7%	-9%	?
CCCOc1cccc(-c2cc(-c3n[nH]c(=S)n3CC)c3ccccc3n2)c1	-48%	-14%	10	13%	0%	-30%	?
CCOC(=O)C1CCCN(C(=O)COc2ccc(C(=O)c3ccc(F)cc3)cc2)C1 (stereo not drawn)	53%	·	-27	-26%	·	1%	13µM*
N#Cc1c(NCc2ccccc2)ccnc1Cl	·	·	-69*	-1%	·	-3%	-20%
O=C(CSc1nc(-c2ccccc2)cn1-c1ccccc1F)Nc1ccc(F)cc1	·	11%	-12	·	·	13%	·
CCC1CCCCN1S(=O)(=O)c1ccc(S(=O)(=O)N2CCN(S(=O)(=O)CC)CC2)cc1 (stereo not drawn)	-15%	6%	-38	-3%	15%	-2%	18%&20%
Cc1ccccc1Cn1c(=O)n(CC2CCC(C(=O)N3CCC(C)CC3)CC2)c(=O)c2sccc21 (stereo not drawn)	·	3%	-75*	·	·	0%	·
CCCOc1ccccc1N/C(=N\S(=O)(=O)c1ccc(C)cc1)Nc1nc(C)cc(C)n1	·	·	-35	-8%	·	3%	?
CC1CCCN(C(=O)Nc2ccc(Br)cc2Cl)C1 (stereo not drawn)	2%	-8%	31	-2%	-1%	3%	-5%
C=CCC[C@@H](Cc1ccc(F)cc1)C(=O)OC[C@H](C)NC(=O)[C@H](CC=C)CC(=O)N(CCO)Cc1ccccc1	248%[activator]	·	?	-3%	·	-10%	?
CC(=O)c1ccc2cc3c(cc2c1)OCO3	·	·	41	-8%	·	-6%	·
CN(C)C(=O)c1ccc(NC(=O)COC(=O)/C=C/c2cccs2)cc1	-6%	0%	7	-14%	·	5%	17%
O=C(CC(c1ccccc1)c1cc(Br)ccc1O)NCC1(c2ccccc2)CCCC1 (stereo not drawn)	·	1%	-105*	·	·	-1%	·
O=[N+]([O-])c1cccc2ccc(/C=C/c3ccc(C(F)(F)F)cc3)nc12	-17%	-10%	-4	-26%	-6%	-4%	2%
O=C1C2CCCN2C(c2cccs2)N1c1ccc(Cl)cc1 (stereo not drawn)	49%	-1%	-74*	14%	7%	-4%	1%
Cc1c(C)n(CCc2ccccc2)c2ncnc(NN)c12	-6%	-6%	-40	35%[activator]	-4%	-7%	-18%
CC1C(=O)Nc2ccc(S(=O)(=O)Nc3ccccc3Br)cc2NC1=O (stereo not drawn)	-41%	-2%&15%	64&-21	13%	2%	-2%&21%	15%
COc1cc2c(cc1NC(=O)c1ccccc1-c1ccccc1C(=O)O)-c1ccccc1C2	·	·	39	1%	·	-5%	·
O=C(O)C(=Cc1ccccc1[N+](=O)[O-])c1ccccc1	·	·	-17	14%	·	-1%	6%
Cc1ccccc1CS(=O)(=O)CCC(=O)NCc1ccc(F)cc1Cl	-21%	-8%	9	-10%	-8%	-4%	10%
Cc1cc(OC(C)C(=O)NCC2CCC(C(=O)O)CC2)c2c(C)c(C)c(=O)oc2c1 (stereo not drawn)	-5%	-3%	4	-6%	-12%	-1%	7%
Cc1cccc(CSc2ncnc3c2cnn3Cc2ccccc2)c1	-7%	0%	-9	78%[activator]	4%	7%	-6%

Single records (already shown).
CC1CCCN(C(=O)Nc2ccc(Br)cc2Cl)C1 (stereo not drawn) is listed as AmpC no deterg = 2%; AmpC detergent = -8%; HCMV inh = 31; AMA1 RON2 block = -2%; LmPK inh = -1%; TbPYK inhibitor = 3%; HCV inhibitor = -5%
CC(C)c1nc(C(=O)N2CCc3c([nH]c4ccccc34)C2c2ccccn2)cs1 (stereo not drawn) is listed as AmpC no deterg = 141%[activator]; AmpC detergent = -2%; HCMV inh = 23; AMA1 RON2 block = -6%; LmPK inh = 0%; TbPYK inhibitor = 3%; HCV inhibitor = 7%
CC1C(=O)Nc2ccc(S(=O)(=O)Nc3ccccc3Br)cc2NC1=O (stereo not drawn) is listed as AmpC no deterg = -41%; AmpC detergent = -2%&15%; HCMV inh = 64&-21; AMA1 RON2 block = 13%; LmPK inh = 2%; TbPYK inhibitor = -2%&21%; HCV inhibitor = 15%

(listing goes on)
SMILES	AmpC no deterg	AmpC detergent	HCMV inh	AMA1 RON2 block	LmPK inh	TbPYK inhibitor	HCV inhibitor
Cc1sc2ncn(CC(=O)N3CCN(c4cccc(Cl)c4)CC3)c(=O)c2c1S(=O)(=O)N1CCN(c2ncccn2)CC1	·	16%	-22	·	·	-2%	·
Cn1c(SCC(=O)NC(=O)NCc2ccccc2)nnc1C(F)(F)F	-15%	7%	·	-3%	·	-1%	·
COc1cccc(C(=O)C2CCCN(Cc3ccc4nonc4c3)C2)c1 (stereo not drawn)	-17%	0%	-4	?	6%	-7%	-17%
CCC(C)(C)C1CCC(=NNC(=O)c2ccoc2C)CC1 (stereo not drawn)	-19%	9%	93	9%	2%	-7%	11%
CCc1ccc(Nc2nc3c(S(=O)(=O)c4cccc(Cl)c4)nnn3c3ccsc23)cc1	·	-5%	6	·	·	-11%	·
COc1ccccc1C(=O)Nc1ccc2oc(-c3cccc4c(Br)cccc34)nc2c1	·	0%	21	·	·	-7%	·
COc1ccc(-c2noc(CCC(=O)NCc3cccnc3)n2)cc1OC	2%	?	-4	-4%	0%	-9%	15%
O=C(CNC(=O)c1ccc(Cl)cc1Cl)Nc1ccc(F)cc1	-7%	4%	-14	19%	4%	2%	4%
CCOc1cccc(NC(=O)/C(C#N)=C\c2cccnc2)c1	-30%	0%	-3	0%	0%	2%	1%
Cc1csc(=O)n1CCC(=O)OCC(=O)N(CC(C)C)c1c(N)n(Cc2ccccc2)c(=O)[nH]c1=O	16%	-1%	-29	-10%	5%	-3%	28%
COc1ccc(CC(=O)NCc2ccc3c(c2)CCN3C(=O)c2ccc(Cl)cc2)cc1OC	·	10%	-67*	·	·	3%	·
COc1ccc(S(=O)(=O)N2CCCOC2CNC(=O)C(=O)NCc2ccco2)cc1C (stereo not drawn)	7%	-14%	-35	0%	3%	2%	12%
O=C(O)C1CCC(N2C(=O)c3c(Cl)c(Cl)c(Cl)c(Cl)c3C2=O)CC1 (stereo not drawn)	-12%	?	·	·	-5%	·	·
CCOC(=O)C1CCCN(C(=O)c2cccc(S(=O)(=O)N(C)c3c(C)n(C)n(-c4ccccc4)c3=O)c2)C1 (stereo not drawn)	54%	2%	-99*	28%	-7%	-12%	6%
CCc1c(C)nc2ncnn2c1N1CCN(S(=O)(=O)c2ccc(OC)cc2)CC1	-15%	-4%	-72*	12%	10%	-5%	1.8µM*
Cc1ccnc(NC(=O)CCC(=O)N(CC(=O)NCc2ccccc2)Cc2ccccc2)c1	51%	-12%	15	-3%	-7%	3%	-13%
COc1c(Cl)cc(Cl)cc1/C=N/n1cnnc1	8%	?	-38	-3%	-1%	1%	4%
CSc1ccccc1NC(=O)c1ccc(N2CC3CC(C2)c2cccc(=O)n2C3)c(NC(=O)c2cccnc2)c1 (stereo not drawn)	102%	-10%	6	5%	-3%	4%	4%
COc1cc(Cl)cc(CN2CCC(CCC(=O)NC3CC3)CC2)c1OC	-28%	?	12	1%	0%	4%	?
O=C(NCCc1ccccn1)c1n[nH]c(=O)c2ccccc12	-6%	-11%	32	8%	-1%	-6%	6%
COc1cc2c(cc1OC)C(Nc1ccc(S(N)(=O)=O)cc1)=NC(C)(C)C2	-19%	-13%	3	0%	1%	3%	1%
CC1CCCC(NC(=O)CN2CCN(S(=O)(=O)c3ccc(Br)s3)CC2)C1C (stereo not drawn)	156%[activator]	0%	-14	-1%	·	0%	6%
COc1cccc(O)c1CN1CCC(Oc2ccc(C(=O)NCc3ccccn3)cc2)CC1	1%	-10%	?	15%	-1%	-8%	-4%
NC(=O)c1ccc(Oc2ccc3ccc(=O)oc3c2)c([N+](=O)[O-])c1	-25%	0%	6	0%	1%	-3%	5%
C/C(=N\Nc1ccc(Cl)c(C(=O)O)c1)c1ccccn1	-8%	-12%	-24	38%[activator]	2%	0%	8%

Next section:
SMILES	AmpC no deterg	AmpC detergent	HCMV inh	AMA1 RON2 block	LmPK inh	TbPYK inhibitor	HCV inhibitor
CCc1nc2ccc(C(=O)NCc3ccccc3OC)cn2c1N(CCC(C)C)CCN(C)C	·	·	?	-5%	·	1%	·
O=C(COC(=O)CCc1c[nH]c2ccccc12)NCc1ccccc1	-15%	-12%	?	2%	6%	0%	6%
CCCn1nnnc1NCc1ccc(N(C)C)cc1	-13%	-15%	82	-3%	1%	0%	3%
COc1ccccc1OCCSc1nc2ccccc2n1CCC(=O)O	-31%	?	46	-2%	-1%	7%	10%
Nc1nnc(SCc2ccc([N+](=O)[O-])cc2)s1	-18%	?	-35	13%	-4%	-6%	-1%
O=C(O)C(c1ccccc1)N1CCCCC1 (stereo not drawn)	-10%	1%	-1	2%	5%	-7%	9%
CSc1nc2ncncc2[nH]1	·	·	-24	-5%	·	0%	20%
CC(=O)N1CCc2cc(Br)cc(S(=O)(=O)NCc3ccc(Cl)cc3)c21	-49%	0%	-37	-8%	4%	2%	14%
COc1ccc(Cc2nnc(SCC(=O)Nc3ccccc3C)n(N)c2=O)cc1	-6%	-5%	-19	5%	·	-2%	-23%
Cc1cccc(C)c1NC(=O)Nc1nc(C(N)c2ccccc2Cl)cs1 (stereo not drawn)	·	·	4	35%[activator]	·	6%	·
Cc1ccc(-c2cc(NC(=O)C(C)Oc3ccccc3F)on2)cc1 (stereo not drawn)	·	16%	35	·	·	-1%	·
OC(CN1CCNCC1)Cn1ccc2ccccc21 (stereo not drawn)	107%[activator]	-5%	·	·	-1%	·	·
O=C(CSCc1ccccc1)N1CCN(S(=O)(=O)c2cccc(F)c2)CC1	-3%	-9%	-22	-2%	·	-2%	27%
CCOCC(=O)Nc1cccc(-c2nc3cccnc3s2)c1C	-9%	1%	23	9%	-3%	0%	-6%
COC(=O)CNC(=O)C(NC(=O)OCc1ccccc1)C(C)C (stereo not drawn)	-2%	-2%	-12	-2%	-1%	5%	10%
O=C(OCc1c(Cl)cccc1Cl)c1cnccn1	-16%	1%	8	-20%	-7%	1%	10%
